procasp3 activ = procaspase-3 (human) activation | P42574 | recombinant procaspase-3 D3A, Ac-DEVD-pNA absorbance 405 nm | activation, % at 8.5 µM | 330,000 compounds, 0.11% hits | AID 463141;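 active = activation above the mean of all tested compounds plus 3 SD, cut at about 21% in these data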;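 note: 0% = DMSO alone and 100% = DMSO wells spiked with extra 5 µM PC-3 D3A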
Target sequence (P42574 whole entry D9A/D28A/D175A): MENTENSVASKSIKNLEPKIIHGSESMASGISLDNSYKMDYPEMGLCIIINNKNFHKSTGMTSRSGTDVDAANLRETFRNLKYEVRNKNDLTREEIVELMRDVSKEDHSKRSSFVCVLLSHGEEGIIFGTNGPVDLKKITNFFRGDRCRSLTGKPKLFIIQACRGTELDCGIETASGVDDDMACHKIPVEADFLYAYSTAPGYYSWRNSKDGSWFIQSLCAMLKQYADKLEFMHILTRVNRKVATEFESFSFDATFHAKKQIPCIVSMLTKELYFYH
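Assay system – Procaspase-3 D3A mutant, all three cleavage aspartates alanine · Controls – DMSO-only low control, 5 µM PC-3 D3A high control · Schedule – 1 h compound preincubation, 2 h substrate hydrolysis at 25 °C · Signal – 405 nm absorbance of p-nitroaniline, reads at 0 and 120 min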
MEP2-GFP yeast = yeast TOR pathway MEP2-GFP modulation | GFP response vs DMSO, % at 10 µM | 330,000 compounds, 0.51% hits | AID 2016 | S. cerevisiae MEP2-GFP strain, flow cytometry GFP, 3 h; 100% = DMSO control level;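 active = GFP response versus DMSO above a set limit, roughly screen mean plus 3 SD, cut at about 180% in these data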;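 note: median GFP fluorescence of the barcode-gated MEP2-GFP cells per well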
LAP4 TOR yeast = yeast TOR pathway LAP4-GFP modulation | S. cerevisiae LAP4-GFP multiplex, flow cytometry GFP, 3 h; median GFP as percent of DMSO wells | AID 2023 | 320,000 compounds, 0.34% hits | GFP response vs DMSO, % at 10 µM;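 active = GFP response vs DMSO above a set limit, about the screen mean plus 3 SD, cut at about 150% in these data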
RPL19A TOR yeast = alters RPL19A-GFP fluorescence in TOR pathway yeast screen. S. cerevisiae RPL19A-GFP strain, flow cytometry, 3 h; stronger effect = lower value. percent response vs DMSO, % at 10 µM. AID 2025. 330,000 compounds, 0.3% hits;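 active = percent response vs DMSO below 50%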;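 note: median channel GFP fluorescence of the barcoded RPL19A-GFP strain; ratio of sample median GFP to plate DMSO average so 100% = DMSO; lower means less RPL19A-GFP as with rapamycin TOR inhibition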
AGP1-GFP MLPCN = alters AGP1-GFP fluorescence in TOR pathway yeast screen. 320,000 compounds, 0.02% hits. S. cerevisiae AGP1-GFP multiplex flow cytometry, 3 h; GFP as percent of DMSO wells. GFP response vs DMSO, % at 10 µM;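 active = GFP response relative to DMSO above a set limit, near screen average plus 3 SD, cut at about 150% in these data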;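 note: median GFP channel fluorescence of the gated AGP1 strain per well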
CIT2-GFP yeast = yeast TOR pathway CIT2-GFP modulation; S. cerevisiae CIT2-GFP strain, flow cytometry, 3 h; 100 means same as DMSO wells; GFP response vs DMSO, % at 10 µM; 320,000 compounds, 0.065% hits; AID 2029;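 active = GFP response relative to DMSO above a set limit, near the screen mean plus 3 SD, cut at about 150% in these data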;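 note: ratio of well median GFP fluorescence to mean of DMSO wells on the plate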
AHR activator = activators of human aryl hydrocarbon receptor; AHR-responsive luciferase reporter cells, luminescence; activation, % at 5 µM; 320,000 compounds, 2.5% hits; AID 2796; in the data active = activation above about 47%;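 note: 0% = vehicle wells and 100% = reference agonist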
procasp7 counter = counter-screen for procaspase-3 activators: activators of human procaspase-7; 330,000 compounds, 0.093% hits; AID 463210; activation, % at 8.5 µM; recombinant procaspase-7, Ac-DEVD-pNA absorbance 405 nm; D23A/D198A/D206A triple mutant, cannot self-cleave; scale: DMSO 0, 5 µM enzyme 100;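 active = percent activation above the screen-wide mean plus 3 SD, cut at about 25% in these data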
Target sequence (P55210 whole entry D23A/D198A/D206A): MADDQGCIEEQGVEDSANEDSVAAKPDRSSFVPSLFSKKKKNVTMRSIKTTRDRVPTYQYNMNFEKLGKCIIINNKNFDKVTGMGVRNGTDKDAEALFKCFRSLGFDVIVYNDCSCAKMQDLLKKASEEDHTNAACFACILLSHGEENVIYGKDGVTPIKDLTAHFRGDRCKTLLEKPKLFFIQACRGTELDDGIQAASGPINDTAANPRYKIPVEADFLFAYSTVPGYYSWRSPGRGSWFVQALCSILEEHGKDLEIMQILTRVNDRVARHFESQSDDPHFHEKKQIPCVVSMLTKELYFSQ
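System: Uncleavable procaspase-7 mutant enzyme; Amount: 2 µM procaspase-7 mutant as dispensed; Schedule: 1 h compound preincubation, 2 h substrate cleavage, 25 °C; Measured by: 405 nm absorbance of p-nitroaniline; Evaluation: percent activation from buffer-corrected 0–120 min absorbance change; Control set: low DMSO alone, high DMSO plus 5 µM PC-7.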
* marks the source's active call; other numbers are inactive results; · = no result given.

SMILES	procasp3 activ	MEP2-GFP yeast	LAP4 TOR yeast	RPL19A TOR yeast	AGP1-GFP MLPCN	CIT2-GFP yeast	AHR activator	procasp7 counter
COc1cccc(C(=O)Nc2ccc(S(=O)(=O)Nc3cc(C)nc(C)n3)cc2)c1	5	92	94	100	99	103	0	-5
CN(c1ccccc1)S(=O)(=O)c1ccc(C(=O)OCC(=O)NC(N)=O)cc1	-10	105	98	100	96	83	3	1
Cc1ccc(S(=O)(=O)NCCC(C)C)cc1[N+](=O)[O-]	-7	98	97	101	98	100	1	-7
CCC(=O)OCC(=O)Nc1cc(S(=O)(=O)N(C)C)ccc1Cl	-4	97	104	103	107	99	0	6
C=CCN(c1ccccc1C(=O)NCC(=O)OCC)S(=O)(=O)c1ccc(C)cc1	7	105	108	102	110	110	-2	5
Nc1ccc(C(=O)OCC(=O)c2cccc([N+](=O)[O-])c2)cc1	-11	99	95	112	99	97	3	-14
CCN1CCN(C(=O)C2CCN(C(=O)Nc3ccccc3)CC2)CC1	10	98	97	99	99	103	-1	4
COc1ccc(OC)c(-n2nnnc2SCC(=O)Nc2ccc(C(=O)N3CCCCC3)cc2)c1	1	104	105	103	111	109	-1	-2
C=CCNc1nc(N)c([N+](=O)[O-])c(Nc2ccccc2OC)n1	6	106	104	103	96	113	116*	-1
COc1ccccc1N1C(=O)Cc2ccccc2C1=O	8	104	92	99	81	86	-1	-13
N#Cc1c2n(c3c(=O)n(CC(=O)c4ccc([N+](=O)[O-])cc4)cnc13)CCCCC2	8	100	96	106	100	101	-2	-10
COc1ccc(NC(=O)c2cc(=O)c3ccccc3o2)cc1Cl	-2	119	107	108	101	108	12	-6
CC(C)C(OC(=O)CCC(=O)Nc1nccs1)C(=O)NC1CCCCC1 (configuration not stated)	-5	107	111	103	110	100	0	2
COC(=O)C(NS(=O)(=O)c1ccc(N2CCCC2=O)cc1)c1ccccc1 (configuration not stated)	-23	98	99	101	105	95	1	-3
Cc1ccc(/C=N/N2CCN(C3c4ccccc4-c4ccccc43)CC2)s1	8	100	112	109	101	98	0	1
COc1cc(C)ccc1OCCOc1c(C)cccc1Cl	3	83	92	91	96	107	7	5
CCOc1ccc(NC(=O)Nc2cccnc2)cc1	4	105	95	90	93	95	61*	7
COc1ccc(CNc2nnnn2C)cc1	-1	97	94	101	95	99	1	-4
Nc1nc2ccccc2cc1S(=O)(=O)c1ccccc1	0	99	99	99	104	102	3	-2
CC1CCN(Cc2c(O)ccc3c(=O)c(-c4nc5ccccc5s4)c(N)oc23)CC1	-6	100	70	100	90	101	23	-16
Cc1ccc(C(=O)Oc2cccc(NC(=O)c3cccs3)c2)cc1S(=O)(=O)N1CCOCC1	-10	103	95	98	100	93	14	3
Oc1ccc(N2CCN(C(c3cccs3)c3nnnn3CCc3ccccc3)CC2)cc1 (configuration not stated)	-15	88	·	99	97	94	-1	-23
O=C(Nc1ccc(F)cc1)NC1(C(=O)NCc2ccc3c(c2)OCO3)CCCCC1	-1	99	99	101	105	103	2	2
CC(=O)Nc1sc(C)c(C)c1CN1CCN(S(=O)(=O)c2ccccc2)CC1	1	99	99	96	99	96	3	12
COc1ccc2[nH]cc(C(=O)CN3CCCC(C)C3)c2c1 (configuration not stated)	-3	98	105	93	95	95	1	4
O=C(CN1CCN(C2CCCCC2)CC1)Nc1cccc2ccccc12	2	104	96	99	99	100	-1	9
C#CCOCCOCCOCCNc1nc(N2CCN(C(=O)[C@H](CCC(=O)O)n3cc(CN)nn3)CC2)nc(N2CCN(C(=O)[C@H](CCCN=C(N)N)n3cc(C(N)[C@@H](C)CC)nn3)CC2)n1 (some centres not stated)	11	101	103	96	100	96	0	0
COc1cc2cc(C)nc(Cc3cccc4ccccc34)c2cc1OC	9	85	92	95	92	96	16	4
O=C(NCc1cccc(C(F)(F)F)c1)c1ccc(=O)[nH]c1	-7	108	88	96	85	93	3	-7
O=C1C(c2ccccc2)SC(=Nc2ccccc2)N1S(=O)(=O)c1ccccc1 (configuration not stated)	-14	105	98	105	113	116	-2	-15
COc1ccc(-n2c(SCC(=O)C(C)(C)C)nc3ccsc3c2=O)cc1	7	99	105	102	113	121	0	4
CC(=O)N1CCN(c2ccccc2NC(=O)COc2ccc(Cl)cc2Cl)CC1	-6	86	86	97	86	72	15	-6
O=c1c2c(nc3c(-c4cccc5ccccc45)c[nH]n13)CCC2	-10	96	96	100	100	103	17	-3
CCc1ccc(OCC(=O)N/N=C(\C)c2ccc(-n3ccnc3)cc2)cc1	8	101	99	101	98	95	28	8
CC(=O)c1ccc(-n2c(CCC(=O)O)ccc2-c2cccs2)cc1	-21	99	100	97	104	100	1	-23
O=C1c2ccccc2NC2CCCCCN12 (configuration not stated)	-5	102	104	101	100	101	2	-1
CC(C)(C)c1ccc(C(=O)N2CCC(C(=O)N3CCCCC3)CC2)cc1	6	106	98	102	109	107	0	-3
Cc1cc(C)nc(SCC(=O)NN=C2CCCC2)n1	-9	86	103	88	94	84	10	0
O=C(CC(Nc1ccc(F)cc1)C(=O)OCC(=O)c1cccs1)c1ccccc1 (configuration not stated)	-17	96	91	96	95	95	0	-26
O=C(N=C1SC2CS(=O)(=O)CC2N1c1ccc(Br)cc1F)C1CC1 (configuration not stated)	7	96	99	100	109	107	0	-4

Entries listed so far that contain a thiophene ring, fused or not (7):
SMILES	procasp3 activ	MEP2-GFP yeast	LAP4 TOR yeast	RPL19A TOR yeast	AGP1-GFP MLPCN	CIT2-GFP yeast	AHR activator	procasp7 counter
Cc1ccc(/C=N/N2CCN(C3c4ccccc4-c4ccccc43)CC2)s1	8	100	112	109	101	98	0	1
Cc1ccc(C(=O)Oc2cccc(NC(=O)c3cccs3)c2)cc1S(=O)(=O)N1CCOCC1	-10	103	95	98	100	93	14	3
Oc1ccc(N2CCN(C(c3cccs3)c3nnnn3CCc3ccccc3)CC2)cc1 (configuration not stated)	-15	88	·	99	97	94	-1	-23
CC(=O)Nc1sc(C)c(C)c1CN1CCN(S(=O)(=O)c2ccccc2)CC1	1	99	99	96	99	96	3	12
COc1ccc(-n2c(SCC(=O)C(C)(C)C)nc3ccsc3c2=O)cc1	7	99	105	102	113	121	0	4
CC(=O)c1ccc(-n2c(CCC(=O)O)ccc2-c2cccs2)cc1	-21	99	100	97	104	100	1	-23
O=C(CC(Nc1ccc(F)cc1)C(=O)OCC(=O)c1cccs1)c1ccccc1 (configuration not stated)	-17	96	91	96	95	95	0	-26

Single entries from the results shown.
AHR activator with `O=C1C(c2ccccc2)SC(=Nc2ccccc2)N1S(=O)(=O)c1ccccc1` (configuration not stated) = -2
procasp3 activ with `CC(=O)c1ccc(-n2c(CCC(=O)O)ccc2-c2cccs2)cc1` = -21
AGP1-GFP MLPCN with `COc1ccc2[nH]cc(C(=O)CN3CCCC(C)C3)c2c1` (configuration not stated) = 95
procasp7 counter with `CC(=O)N1CCN(c2ccccc2NC(=O)COc2ccc(Cl)cc2Cl)CC1` = -6
LAP4 TOR yeast with `O=C(N=C1SC2CS(=O)(=O)CC2N1c1ccc(Br)cc1F)C1CC1` (configuration not stated) = 99

(further entries)
SMILES	procasp3 activ	MEP2-GFP yeast	LAP4 TOR yeast	RPL19A TOR yeast	AGP1-GFP MLPCN	CIT2-GFP yeast	AHR activator	procasp7 counter
CCS(=O)(=O)N1CCC(C(=O)N2CCc3ccccc3C2)CC1	-6	103	97	95	100	99	-1	1
COc1ccc(S(=O)(=O)N2CCCOC2CNC(=O)C(=O)NCCCn2ccnc2)cc1OC (configuration not stated)	5	94	96	98	99	99	-2	0
Cn1c(N)c(C(=O)COC(=O)CNS(=O)(=O)c2cccc(Cl)c2)c(=O)n(C)c1=O	10	102	94	100	90	95	3	6
O=C(CCn1c(=S)[nH]c2ccccc2c1=O)NCCc1ccc(Cl)cc1	2	103	103	99	98	100	5	2
Cc1cc(C)c(S(=O)(=O)Nc2cccc(/C=C/C(=O)O)c2)c(C)c1	-7	101	98	100	100	102	-4	6
O=C(CCCc1ccccc1)NCc1cn2ccsc2n1	3	96	98	93	91	87	-1	1
COc1ccc(C(=O)Nc2cccc(OC(=O)c3ccco3)c2)cc1	-2	105	99	103	94	94	3	1
CCOc1ccc(C(=S)N2CCCC2)cc1OCC	-2	106	94	106	100	103	0	-12
COC(=O)N1CCc2c(sc(NC(=O)C3=COCCO3)c2C#N)C1	-4	107	101	101	90	90	-1	1
CCCCc1cc(=O)oc2cc(C)cc(OC(C)C(=O)NC(Cc3c[nH]c4ccc(O)cc34)C(=O)O)c12 (configuration not stated)	3	103	103	102	111	112	0	-1
CSc1nc(N)n2nc(-c3ccc(Cl)cc3)cc2n1	-5	98	107	95	93	86	6	14
CCOC(=O)CSC1=C(C#N)C(c2ccccc2F)C(C(C)=O)=C(C)N1 (configuration not stated)	-6	102	103	99	101	95	-1	-6
CC1CCCN(Cc2c(C(=O)N3CCc4ccccc4C3)nc3ccc(Cl)cn23)C1 (configuration not stated)	3	98	104	101	108	97	3	6
Cc1nonc1NC(=O)CSc1nnc(-c2ccoc2C)n1CC(C)C	-2	94	76	84	87	81	2	9
COc1ccc(CCNC(=O)CCc2cc(OC)c(OC)c(OC)c2)cc1	2	105	95	106	101	104	3	0
CC(Sc1n[nH]c(-c2cccs2)n1)C(=O)Nc1ccccc1F (configuration not stated)	0	97	93	99	102	93	18	2
COc1ccc(NS(=O)(=O)c2cccc(C(=O)NN=Cc3ccc(O)c(OC)c3)c2)cc1	6	101	89	99	105	113	1	6
CCOc1ccc(NC(=O)C2CCCN(c3nn4c(=O)cc(C)nc4s3)C2)cc1 (configuration not stated)	0	111	97	100	103	107	5	1
Cc1ccc(S(=O)(=O)N[C@H](C(=O)NC2CCC(C)CC2)C(C)C)cc1 (some centres not stated)	-2	102	104	97	100	87	0	0
Cc1cc(C)cc(C(=O)OCC(=O)Nc2cccc(S(=O)(=O)NC3=NCCCCC3)c2)c1	-3	138	108	95	93	92	-1	-9
COc1ccc(S(=O)(=O)N(C)C)cc1NCC(=O)Nc1ccc(Br)cc1F	2	106	102	101	106	106	2	2

Given with two lines to a compound: entries from further up.
Values run as follows: procasp3 activ | MEP2-GFP yeast | LAP4 TOR yeast | RPL19A TOR yeast | AGP1-GFP MLPCN | CIT2-GFP yeast | AHR activator | procasp7 counter
> CC(Sc1n[nH]c(-c2cccs2)n1)C(=O)Nc1ccccc1F (configuration not stated)
  0 | 97 | 93 | 99 | 102 | 93 | 18 | 2
> COc1ccc(NS(=O)(=O)c2cccc(C(=O)NN=Cc3ccc(O)c(OC)c3)c2)cc1
  6 | 101 | 89 | 99 | 105 | 113 | 1 | 6

Screens deposited in PubChem BioAssay by several laboratories.
